# ARFGAP1 inhibitor: inhibitors of rat ARFGAP1. Q62848. Arfgap1-stimulated ARF1 GTP hydrolysis, GDP FP detection. inhibition, % at 16.5 µM. hit rate 0.26% among 360,000;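 active = inhibition above a per-plate limit, mean inhibition of low control wells plus 3 SD, cut at about 25% in these data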;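 note: 0% = DMSO wells with enzyme and 100% = wells lacking Arfgap1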
# Target sequence (Q62848 1-136 limits assumed): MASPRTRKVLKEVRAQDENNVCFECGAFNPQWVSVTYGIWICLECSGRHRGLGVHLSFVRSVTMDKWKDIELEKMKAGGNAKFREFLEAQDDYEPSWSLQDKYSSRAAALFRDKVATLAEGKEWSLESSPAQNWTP
#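 Material – truncated rat Arfgap1 GAP domain · Buffer or medium – HEPES-based buffer, pH 7.5 · Reagent – human ARF1(Δ1-17)-GTP substrate · Dosing – 16.5 µM single point, 1.26% DMSO · Schedule – GTP hydrolysis reaction 2 h at 25 °C · Technique – GDP detection by fluorescence polarization · Benchmarks – No-Arfgap1 wells (100%) versus DMSO full-reaction wells (0%) · Repeats – single replicate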
# KLK7 zymogen act: activators of human kallikrein-7 zymogen | P49862 | purified proKLK7, EDANS-DABCYL substrate fluorescence; 100% is mature enzyme control, 0% vehicle | activation, % at 7 µM | hit rate 0.9% among 370,000 | AID 652039;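 active = activation above the mean of all tested compounds plus 3 SD, computed per campaign excluding outliers beyond control limits, cut at about 13% in these data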
# Target sequence (P49862 whole entry, looked up): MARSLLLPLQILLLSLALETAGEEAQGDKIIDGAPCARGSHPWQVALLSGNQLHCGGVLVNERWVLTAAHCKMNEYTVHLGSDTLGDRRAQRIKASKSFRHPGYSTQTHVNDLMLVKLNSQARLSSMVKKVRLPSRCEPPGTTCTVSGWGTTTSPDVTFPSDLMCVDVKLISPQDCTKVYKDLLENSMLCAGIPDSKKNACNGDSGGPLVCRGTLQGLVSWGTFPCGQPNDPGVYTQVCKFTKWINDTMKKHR
# sPLA2-III inh: Blocks human group III sPLA2 activity; Q9NZ20; QFRET BODIPY PC-A2 liposome hydrolysis, fluorescence; inhibition, % at 12.2 µM; hit rate 0.56% among 370,000;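 active = inhibition above mean plus 3 SD of compounds lying within the high and low control bounds, cut at about 19% in these data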;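 note: 0% = median of test compound wells and 100% = no enzyme DMSO wells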
# PLCb3 inh: inhibitors of human phospholipase C beta3; Purified PLC-beta3, fluorogenic substrate, fluorescence; inhibition, % at 12.2 µM; hit rate 0.18% among 370,000; AID 720704; Q01970; in the data active = inhibition above about 11%;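 note: 0% = median of compound wells on plate and 100% = full blocker control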
# DDE Tn6 FP inh: inhibitors of Tn6 peptide binding to human fibrin DD(E); P02675; Fibrin DD(E) TRITC-Tn6 fluorescence polarization displacement; inhibition, % at 8.3 µM; hit rate 0.21% among 370,000; AID 720509;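 active = inhibition above a per-campaign cutoff: mean of compounds within control limits plus 3 SD, cut at about 15% in these data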;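 note: 0% = median of all compound wells on the plate and 100% = blocking peptide control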
# PLCg1 inh: blocks human PLC-gamma1 enzyme activity | AID 720700 | purified PLC-gamma1, fluorogenic substrate, fluorescence | P19174 | hit rate 0.84% among 370,000 | inhibition, % at 12.2 µM; in the data active = inhibition above about 9.5%
# UHRF1 binding: human UHRF1 methylated DNA binding inhibitors; Q96T88; inhibition, % at 4.4 µM; hit rate 0.75% among 370,000; UHRF1 binding to methylated oligo, TR-FRET; in the data active = inhibition above about 21%;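 note: UHRF1 SRA domain binding a hemimethylated CpG hairpin DNA probe; 0% = median of test compound wells and 100% = reference inhibitor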
# NR1D1 modulator: modulates human Rev-erb alpha binding to DNA. P20393. AID 1259318. activity, % at 10 µM. Rev-erbα–FITC-DNA binding, fluorescence polarization, 90 min. hit rate 0.79% among 370,000;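 active = activity above about 14%, limit read from the data; passing the limit was not always enough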;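 note: 0% = DMSO wells with 35 nM protein and 100% = DMSO wells with 750 nM protein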
# DDE Tn7 FP inh: inhibitors of Tn7 peptide binding to human fibrin DD(E); P02675; FP displacement of FITC-Tn7 peptide from fibrin DD(E); 0% = median of compound wells per plate; inhibition, % at 8.3 µM; hit rate 0.13% among 370,000; AID 720508;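 active = inhibition above the mean of compounds falling within the control limits plus 3 SD of them, cut at about 14% in these data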;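 note: 0% = plate median of compound wells and 100% = 10 µM Aha-Tn7 peptide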
#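 Assay system: Human clot-derived fibrin DD(E) complex | Buffer or medium: Tris/NaCl/CaCl2 buffer, pH 7.8 | Repeats: One replicate per compound | Benchmarks: Aha-Tn7 high control | Measure: % inhibition scaled between sample-field median and high-control FP | Schedule: 10 min plus 3 h, room temperature | Signal: Fluorescence polarization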
# ASAP1 inh: inhibitors of human ASAP1 ArfGAP activity | hit rate 0.19% among 360,000 | ASAP1-stimulated ARF1 GTP hydrolysis, GDP FP detection | inhibition, % at 16.5 µM; in the data active = inhibition above about 25%;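 note: 0% = vehicle with enzyme and substrate and 100% = no enzyme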
# Target sequence (Q9ULH1 325-724 limits assumed): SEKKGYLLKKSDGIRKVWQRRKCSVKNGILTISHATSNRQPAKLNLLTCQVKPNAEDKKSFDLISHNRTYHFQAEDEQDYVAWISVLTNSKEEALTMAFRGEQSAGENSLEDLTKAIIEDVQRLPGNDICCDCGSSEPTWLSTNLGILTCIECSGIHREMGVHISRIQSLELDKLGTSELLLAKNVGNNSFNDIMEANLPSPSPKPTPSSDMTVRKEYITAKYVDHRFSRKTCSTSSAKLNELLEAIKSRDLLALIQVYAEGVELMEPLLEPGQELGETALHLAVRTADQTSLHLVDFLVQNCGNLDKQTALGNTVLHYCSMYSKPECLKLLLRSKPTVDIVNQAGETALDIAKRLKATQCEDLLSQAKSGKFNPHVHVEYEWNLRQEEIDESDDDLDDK
# The depositor's hits bear a star; i = inactive. Compounds were not picked by outcome (roughly 4.5% active in at least one column).
cpd	ARFGAP1 inhibitor	KLK7 zymogen act	sPLA2-III inh	PLCb3 inh	DDE Tn6 FP inh	PLCg1 inh	UHRF1 binding	NR1D1 modulator	DDE Tn7 FP inh	ASAP1 inh	smiles
1	-7	0.1	-3	0	-9	10*	-1	7	-4	-1	COc1ccc(NS(=O)(=O)c2cc(NC(=O)c3cccnc3Cl)ccc2N2CCCC2)cc1
2	10	0.1	-7	2	4	-1	-2	4	4	2	CC(=O)N1CCN(C(=O)Nc2cccc(C(F)(F)F)c2)CC1
3	-2	0.6	2	-26	4	-1	1	-4	-2	2	COc1ccc([N+](=O)[O-])cc1NC(=O)CCNC(=O)Cn1ccc2ccccc2c1=O
4	17	0.1	-3	1	-1	1	1	-1	-1	1	Cc1ccc(S(=O)(=O)N2C[C@@H]3[C@H]4CC[C@H](C4)[C@@H]3[C@@H](C)[C@@H]2c2ccco2)cc1
5	10	0.2	-2	4	0	2	-3	-3	-3	8	Cc1ccc(NC(=O)N2CCc3ccccc32)cc1C
6	2	-0.1	1	-1	-7	-2	-2	2	6	10	COc1ccc([C@H]2CC(=O)C=C(c3ccc(C)c([N+](=O)[O-])c3)C2)cc1
7	6	0.0	12	-3	-6	2	2	-7	-6	4	O=C(O)CCCC(=O)NCCc1cccc(Cl)c1
8	-6	-0.4	4	2	2	1	-1	-3	4	-10	COc1cc(C(=O)N2CCC(N3CCCCCC3)CC2)cc(OC)c1OC
9	1	0.0	0	3	4	-1	1	8	-6	-5	COc1ccc(C2(C(N)=O)CCCCC2)cc1OC
10	-5	0.5	-37	0	4	-1	0	-3	-2	6	CCCCOc1ccc(CSc2ncn[nH]2)cc1
11	-1	-0.6	1	-6	-1	-3	0	1	-5	8	Nc1ncccc1OCc1ccc(Br)cc1
12	3	-0.4	-10	5	-1	3	-1	-4	5	-1	Cc1cccc(NC(=O)CS(=O)(=O)c2cn(C)c3ccccc23)c1C
13	2	-0.1	5	-2	0	3	21*	1	5	-5	CC(C)n1nnnc1-c1ccc(Cl)cc1
14	-12	-0.3	0	-6	7	2	-2	7	-2	14	COC(=O)[C@H](CCSC)NC(=O)Cn1ccc(NC(=O)OCc2ccccc2)nc1=O
15	13	-0.2	0	-6	-4	-4	4	2	-3	3	O=C(/C=C\c1ccc2c(c1)OCO2)Nc1nnc(SCC(=O)OCc2ccccc2)s1
16	4	-0.3	-6	-3	2	-4	0	-3	0	-24	COCCCn1c(SCC(=O)N2CCCC2=O)nc2ccccc2c1=O
17	-15	0.3	-9	0	-5	-1	-2	1	3	-9	O=C(NNC(=O)c1sc2cccc(Cl)c2c1Cl)NC1CCCCC1
18	-1	0.9	7	-1	7	-3	1	-4	6	9	Cc1ccc(SCC2CNc3nc4ccccc4c(=O)n32)c(C)c1 (stereo not drawn)
19	10	0.2	10	-2	0	4	1	3	-8	4	CC(NC(=O)c1ccco1)c1ccc2c(c1)OCO2 (stereo not drawn)
20	0	-0.7	3	3	1	0	-1	6	-3	-9	Cc1cccc(NC(=O)c2cccc(NC3=NC4CS(=O)(=O)CC4S3)c2)c1 (stereo not drawn)

# Fetched by compound from the entries so far, five records:
cpd	ARFGAP1 inhibitor	KLK7 zymogen act	sPLA2-III inh	PLCb3 inh	DDE Tn6 FP inh	PLCg1 inh	UHRF1 binding	NR1D1 modulator	DDE Tn7 FP inh	ASAP1 inh	smiles
6	2	-0.1	1	-1	-7	-2	-2	2	6	10	COc1ccc([C@H]2CC(=O)C=C(c3ccc(C)c([N+](=O)[O-])c3)C2)cc1
16	4	-0.3	-6	-3	2	-4	0	-3	0	-24	COCCCn1c(SCC(=O)N2CCCC2=O)nc2ccccc2c1=O
15	13	-0.2	0	-6	-4	-4	4	2	-3	3	O=C(/C=C\c1ccc2c(c1)OCO2)Nc1nnc(SCC(=O)OCc2ccccc2)s1
11	-1	-0.6	1	-6	-1	-3	0	1	-5	8	Nc1ncccc1OCc1ccc(Br)cc1
12	3	-0.4	-10	5	-1	3	-1	-4	5	-1	Cc1cccc(NC(=O)CS(=O)(=O)c2cn(C)c3ccccc23)c1C

# Next structures
cpd	ARFGAP1 inhibitor	KLK7 zymogen act	sPLA2-III inh	PLCb3 inh	DDE Tn6 FP inh	PLCg1 inh	UHRF1 binding	NR1D1 modulator	DDE Tn7 FP inh	ASAP1 inh	smiles
21	2	-0.6	7	-8	8	-1	1	-2	-5	7	CCOC(=O)N1CCN(C(=O)Cn2nc(C)n3nc(-c4ccccc4)cc3c2=O)CC1
22	-9	-0.4	7	9	-3	7	4	-2	1	-2	C1CCN=C(Nc2nn[nH]n2)CC1
23	-2	-0.3	-1	1	-6	0	-3	11	-5	-3	CSc1ncccc1C(=O)OCC(=O)N1CCN(C(=O)c2ccco2)CC1
24	11	0.1	3	0	2	2	4	-1	1	-7	CCOC(=O)C1(Cc2cccc(OC)c2)CCCN(Cc2c(C)nn(C(C)C)c2C)C1 (stereo not drawn)
25	0	-0.3	11	2	7	3	-1	-3	3	-8	CC(C(=O)O)C(=O)O
26	-2	0.0	5	-10	4	-8	2	-2	0	-12	O=C(Nc1nc2cc3c(cc2s1)OCCO3)c1cccc(N2C(=O)CCC2=O)c1
27	6	-0.1	5	-7	-7	-1	-2	2	0	-1	CCN(C(=O)CN1C(=O)COc2ccc(S(=O)(=O)N3CCCCCC3)cc21)c1cccc(C)c1
28	1	0.1	2	-4	0	-1	0	8	-2	0	COc1cc(C(=O)NCCC2=CCCCC2)ccc1OCc1c(C)noc1C
29	8	0.5	1	-2	8	-2	1	1	3	-4	O=C(NCc1ccccc1)C(c1cccnc1)N(Cc1ccco1)C(=O)c1ccccn1 (stereo not drawn)
30	9	0.1	5	2	13	-4	0	1	2	-6	Cc1csc(NC(=O)C2CCCCC2C(=O)O)n1 (stereo not drawn)
31	-12	-0.7	-1	-2	4	1	1	0	9	-15	CCCCN(C(=O)c1cc(S(=O)(=O)N2CCCCC2)ccc1Cl)c1c(N)n(CC(C)C)c(=O)[nH]c1=O
32	5	-0.8	2	-15	6	-7	-1	4	2	-9	O=C1CN2CCC1C/C2=C\c1ccnc2c(Cl)cccc12 (stereo not drawn)
33	12	0.8	-1	-43	5	-26	-2	-2	-3	9	O=C(/C=C/c1ccc2c(c1)OCO2)NCc1cn2cc(Cl)ccc2n1
34	1	1.0	-3	6	6	4	2	3	-2	-1	CCCS(=O)(=O)N1CCN=C1SCc1cccc(C)c1
35	-4	0.4	0	-2	3	2	9	0	-1	14	C#CCOCCOCCOCCNc1nc(N2CCN(C(=O)[C@H](CCCCN)n3cc(CN)nn3)CC2)nc(N2CCN(C(=O)[C@H](CCC(=O)O)n3cc([C@@H](N)CCCCN)nn3)CC2)n1
36	-11	1.2	-35	i	-6	-438	-7	27*	-7	4	O=C1c2cccc3c(N4CCCCC4)ccc(c23)C(=O)N1c1ccccc1O
37	-10	0.6	-1	-2	-8	-1	3	-3	-5	12	CCOC(=O)C1CCN(C(=O)c2ccc(N(C)S(=O)(=O)c3ccc(OC)cc3)cc2)CC1
38	-1	-0.1	-1	-9	10	-4	0	1	5	-9	COCc1ccc(C(=O)N2CCCC(N(C)CCc3ccc(OC)c(OC)c3)C2)s1 (stereo not drawn)
39	16	0.7	6	3	-5	4	-1	-2	2	0	Cc1ccc(S(=O)(=O)Cn2nnnc2C(C(C)C)N2CCN(c3nc4ccccc4s3)CC2)cc1 (stereo not drawn)
40	-18	0.5	-15	2	1	3	1	4	1	2	O=C(Nc1ccccc1C(F)(F)F)c1ccc(CN2CCC(Cc3ccccc3)CC2)cc1
41	9	-0.2	2	-1	-7	3	0	0	0	-7	Cc1c(NCc2ccncc2)cccc1C(=O)O

# Compound activity as filed in PubChem.
